procasp3 activ: activators of human procaspase-3 D3A mutant, primary screen, biochemical, absorbance, PC-3 D3A mutant, single concentration; recombinant procaspase-3 D3A, Ac-DEVD-pNA absorbance 405 nm; Caspase-3 (Homo sapiens), P42574; activation, % at 8.5 µM; hit rate 0.11% among 330,000;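 active means activation above the mean of all tested compounds plus 3 SD, cut at about 21% in these data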;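 further: 0% = DMSO alone and 100% = DMSO wells spiked with extra 5 µM PC-3 D3A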
Target sequence (P42574 whole entry D9A/D28A/D175A): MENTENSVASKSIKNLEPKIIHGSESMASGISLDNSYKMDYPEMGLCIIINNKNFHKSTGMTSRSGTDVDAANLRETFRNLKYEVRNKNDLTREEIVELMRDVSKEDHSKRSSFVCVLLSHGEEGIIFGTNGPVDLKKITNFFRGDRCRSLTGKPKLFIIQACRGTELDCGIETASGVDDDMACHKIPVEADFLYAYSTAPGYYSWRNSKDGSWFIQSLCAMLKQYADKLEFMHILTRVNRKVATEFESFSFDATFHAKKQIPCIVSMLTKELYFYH
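Assay system: Procaspase-3 D3A mutant, all three cleavage aspartates alanine. Buffer or medium: Zinc-free HEPES saline buffer with Triton X-100. Times: 1 h compound preincubation, 2 h substrate hydrolysis at 25 °C. Measured by: 405 nm absorbance of p-nitroaniline, reads at 0 and 120 min. Read-out basis: percent activation relative to control range. Replicates: singlicate.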
procasp7 counter: procaspase-7 activators, primary screen, counter-screen for procaspase-3 activator project, biochemical, absorbance, HTS, human; recombinant procaspase-7, Ac-DEVD-pNA absorbance 405 nm; D23A/D198A/D206A triple mutant, cannot self-cleave; scale: DMSO 0, 5 µM enzyme 100; activation, % at 8.5 µM; hit rate 0.093% among 330,000;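 active means percent activation above the screen-wide mean plus 3 SD, cut at about 25% in these data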
Target sequence (P55210 whole entry D23A/D198A/D206A): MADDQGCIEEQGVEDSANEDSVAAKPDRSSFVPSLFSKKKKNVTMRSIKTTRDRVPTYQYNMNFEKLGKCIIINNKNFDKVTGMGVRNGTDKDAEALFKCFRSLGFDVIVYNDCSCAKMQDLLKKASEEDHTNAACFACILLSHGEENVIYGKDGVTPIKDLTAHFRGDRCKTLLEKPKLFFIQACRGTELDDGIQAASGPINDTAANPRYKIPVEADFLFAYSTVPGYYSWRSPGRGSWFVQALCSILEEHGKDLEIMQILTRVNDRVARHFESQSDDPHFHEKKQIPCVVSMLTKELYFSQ
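Material: Procaspase-7 triple mutant (PC-7 D3A) | Quantity: 2 µM procaspase-7 mutant as dispensed | Reagent: DEVD-pNA substrate | Times: 1 h preincubation, 2 h reaction | Technique: 405 nm absorbance of p-nitroaniline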
JMJD2C inh: inhibitors of GASC-1 histone demethylase, primary screen, biochemical, fluorescence, DELFIA europium. Lysine-specific demethylase 4C (Homo sapiens), Q9H3R0. GST-JMJD2C(1-420) H3K9me3 demethylation. inhibition, % at 2.35 µM. hit rate 0.069% among 330,000;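 active means more than half of a compound's replicate wells show inhibition beyond 50%, single wells judged on their own value; inconclusive means some, but no more than half, of replicates pass 50% inhibition; inactive means no replicate passes 50% inhibition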;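 further: signal counts dimethyl H3K9 product captured on neutravidin plate; 0% = median of DMSO wells and 100% = 0.3 times that DMSO median; strong numbers were not always called active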
Target sequence (Q9H3R0 1-420 limits assumed): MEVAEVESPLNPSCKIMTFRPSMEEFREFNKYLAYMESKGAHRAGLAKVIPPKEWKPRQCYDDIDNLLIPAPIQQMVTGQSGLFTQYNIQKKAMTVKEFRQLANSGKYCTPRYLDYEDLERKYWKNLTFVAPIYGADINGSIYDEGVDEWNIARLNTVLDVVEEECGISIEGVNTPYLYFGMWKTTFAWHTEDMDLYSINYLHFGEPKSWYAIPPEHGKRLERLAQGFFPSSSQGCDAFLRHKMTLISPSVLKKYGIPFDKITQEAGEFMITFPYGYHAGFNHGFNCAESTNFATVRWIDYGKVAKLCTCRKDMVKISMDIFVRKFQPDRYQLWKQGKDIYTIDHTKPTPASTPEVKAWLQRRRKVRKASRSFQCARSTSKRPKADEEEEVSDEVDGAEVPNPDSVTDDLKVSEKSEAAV
Fh CTSL1 inh: Fasciola hepatica cathepsin L1 inhibitors, primary screen, counter-screen for PFM18AAP inhibitor project, biochemical, QFRET, fluorogenic peptide substrate; recombinant F. hepatica cathepsin L1, Z-Leu-Arg-MCA fluorescence; inhibition, % at 5.96 µM; hit rate 0.49% among 300,000;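 active means inhibition above the mean of all tested compounds plus 3 SD, set per screening campaign, cut at about 17% in these data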;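 further: 0% = plate median of test compound wells and 100% = 1 µM Z-Phe-Ala-diazomethylketone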
GRK2 inh: compounds blocking aptamer binding on GRK2 – biochemical, human GRK2, bead flow cytometry, HTS, primary screen; Beta-adrenergic receptor kinase 1 (Homo sapiens), P25098; FAM-aptamer displacement from GRK2; inhibition of aptamer binding, % at 10 µM; hit rate 0.59% among 330,000;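 active means inhibition of aptamer binding above 40%, roughly 3 SD of noise, on plates passing a quality check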;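 further: median bead fluorescence of bound FAM aptamer so fluorescent compounds give negative values; no value below 0 was filed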
PP5 inh: PP5 phosphatase inhibitors, primary screen, biochemical, fluorescence; Serine/threonine-protein phosphatase 5 (Homo sapiens), P53041; inhibition, % at 6.7 µM; hit rate 0.18% among 320,000; purified PP5c, OMFP substrate fluorescence;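 active means inhibition above the campaign's mean inhibition across all tested compounds plus 3 SD, cut at about 9.5% in these data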;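 further: 0% = DMSO only and 100% = 100 µM cantharidin control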
PP1 inh: PP1-alpha phosphatase inhibitors, primary screen, counter-screen for PP5 inhibitor project, biochemical, fluorescence, OMFP substrate, single point | purified PP1alpha | inhibition, % at 6.7 µM | hit rate 0.9% among 320,000 | AID 2235, 2010;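 active means inhibition above the mean inhibition of all tested compounds plus 3 SD, computed separately for each screening campaign, cut at about 15% in these data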
VLA-4 inh: inhibition in human VLA-4 binding assay, primary screen, VLA-4 allosteric modulator project, MLPCN library, flow cytometry, VLA-4 expressing cells. Integrin alpha-4 (Homo sapiens), P13612. ligand binding flow cytometry. inhibition, % (about 7 µM as worked out from the volumes in the protocol). hit rate 0.2% among 330,000. AID 2557, 2010; in the data active means inhibition above about 50%
core dimer inh: inhibitors of HCV core protein dimerization, primary screen, biochemical, TR-FRET, high-throughput; TR-FRET GST/Flag-core106 dimerization, 1536-well; inhibition, % at 5 µM; hit rate 0.33% among 300,000;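 active means inhibition above the mean of all tested compounds plus 3 SD, set per screening campaign, cut at about 45% in these data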
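assay system = GST-tagged and Flag-tagged HCV core protein residues 1-106 | controls = unlabelled core106 and no-GST-core106 wells | incubation = compound-protein-antibody incubation 4 h at 22.5 °C | probe or stimulus = Eu donor and XL665 acceptor anti-tag antibodies | read-out = % inhibition based on acceptor/donor emission ratio | signal = TR-FRET 671 and 617 nm emission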
* hit, by the source's call; ? = inconclusive; / = not tested or not shown; & = joins results of further samples.

SMILES	procasp3 activ	procasp7 counter	JMJD2C inh	Fh CTSL1 inh	GRK2 inh	PP5 inh	PP1 inh	VLA-4 inh	core dimer inh
COc1ccc(-c2nn(-c3ccccc3)cc2CNC(C)Cn2cncn2)c(F)c1 (stereo not given)	6	0	49	1	0	-1.7	-5	6	-1
CC(=O)N1CCC(=NNc2nc3ccccc3[nH]2)CC1	-2	9	-28	-2	1	1.4	0	2	-7
CC1(C)CC(=O)C(N=Nc2ccc(C(F)(F)F)cc2[N+](=O)[O-])=C(O)C1	-8	-3	-5	1	0	0.6	-3	4	2
COc1cc(NC(=O)Cn2nc(-c3ccc(F)cc3)ccc2=O)ccc1-n1cnnn1	9	6	-45	-4	0	-1.1	-1	12	2
COc1ccc(C(=O)n2cc(C(=O)c3cc(C)ccc3O)cn2)cc1OC	-10	3	-6	-3	9	-0.2	-2	17	5
N#CC1(NC(=O)CN2C(=O)NC3(CCCCCC3)C2=O)CCCCC1	6	4	-3	/	0	1.9	-3	-11	/
Cc1nc2ccccc2c(=O)n1-c1ccc(NS(=O)(=O)c2ccc(F)cc2)cc1	5	11	?	-4	0	0.1	-6	14	-1
CC(OC(=O)CCc1cc(C(C)(C)C)c(O)c(C(C)(C)C)c1)C(=O)NC1CC1 (stereo not given)	5	0	5	0	2	0.9	-2	4	1
O=C(N/N=C/c1c(F)cccc1Cl)C(=O)N1CCCCCC1	5	-1	-4	-2	1	1.7	-5	6	6
O=C(NCc1ccco1)C1CCCN1C(=O)Nc1ccccc1 (stereo not given)	14	-4	-12	-4	0	-0.5	-3	29	-1
O=C(Oc1cc2oc(=O)c3c(c2cc1Cl)CCCC3)c1ccco1	-6	-4	-2	2	0	-2.7	1	-6	0
CC(CN1CCCC1)OC(=O)c1ccc(F)cc1 (stereo not given)	0	5	1	0	1	-0.1	3	4	1
CCCC1S/C(=N/N=C/c2ccc(OC)cc2)N(Cc2ccccc2)C1=O (stereo not given)	4	-7	4	0	0	3.3	3	10	5
COc1ccc(NC(=O)c2sccc2SCc2cccc(C(F)(F)F)c2)cc1	-3	6	94	2	0	3.6	4	0	0
Cc1ccc2nc(N3CCN(c4ccccc4F)CC3)c(C=O)c(=O)n2c1	5	-5	2	-1	64*	-0.2	2	1	4
O=C(N/N=C/c1cccnc1)c1ccccc1OCc1ccc(Cl)cc1	5	9	35	-4	3	-0.8	-2	-2	6
COc1ccc(NC(=O)C(=O)Nc2cccc3ccccc23)c(OC)c1	-3	-10	-13	0	3	0.5	-1	10	4
N#CCC(=O)Nc1ccc(C(=O)OCC(=O)Nc2ccccc2Sc2ccccc2)cc1	4	-8	18	0	3	-0.2	12	4	15
O=C(N/N=C/c1cccnc1)c1cccc(F)c1	1	1	2	-1	4	1.3	-1	4	-14
CC(C)Cc1nnc(NC(=O)c2cc(-c3ccncc3)nc3ccccc23)s1	5	1	0	1	0	-0.7	8	5	16
CCCC12CN(C(=O)c3ccc(OC)cc3)CC(C)(CN(C(=O)c3ccc(OC)cc3)C1)C2=O	4	8	10&4	-2	1	1.6	-4	0	-1
Cc1cc(NC(=O)COC(=O)C2COc3ccccc3O2)no1 (stereo not given)	6	1	-9	-8	1	1.7	2	-7	-8
c1ccc(COCCC2CO2)cc1 (stereo not given)	9	3	/	-1	0	-0.6	2	9	3
Cc1ccc(NS(=O)(=O)c2cccc(C(=O)NCC(c3cccs3)N3CCOCC3)c2)cc1 (stereo not given)	0	1	6	/	0	-0.8	-3	-6	/
Cc1csc(NC(=O)C2CCCN2C(=O)Oc2ccccc2)n1 (stereo not given)	15	-1	26	-1	4	2.4	-1	4	-8

GRK2 inh: entries above that show a hit.
canonical_smiles | procasp3 activ | JMJD2C inh | GRK2 inh | PP5 inh | VLA-4 inh | core dimer inh
Cc1ccc2nc(N3CCN(c4ccccc4F)CC3)c(C=O)c(=O)n2c1 | 5 | 2 | 64* | -0.2 | 1 | 4

Rewritten in markdown: 2 of the compounds above.
| compound | procasp3 activ | procasp7 counter | JMJD2C inh | Fh CTSL1 inh | GRK2 inh | PP5 inh | PP1 inh | VLA-4 inh | core dimer inh |
| --- | --- | --- | --- | --- | --- | --- | --- | --- | --- |
| O=C(N/N=C/c1c(F)cccc1Cl)C(=O)N1CCCCCC1 | 5 | -1 | -4 | -2 | 1 | 1.7 | -5 | 6 | 6 |
| Cc1csc(NC(=O)C2CCCN2C(=O)Oc2ccccc2)n1 (stereo not given) | 15 | -1 | 26 | -1 | 4 | 2.4 | -1 | 4 | -8 |

The results go on.
SMILES	procasp3 activ	procasp7 counter	JMJD2C inh	Fh CTSL1 inh	GRK2 inh	PP5 inh	PP1 inh	VLA-4 inh	core dimer inh
O=C(CN1CCN(c2ccc(Cl)cc2)CC1)Nc1cccc(F)c1	1	14	0	-1	0	3.5	0	11	11
C(=N/Nc1nc(-c2ccccc2)cc(-c2ccccc2)n1)/c1cccnc1	-9	-1	-1	-2	0	3.9	5	21	1
CCCOc1ccc(N2C(=O)CC(N(C(=O)c3ccco3)c3ccc(OCCC)cc3)C2=O)cc1 (stereo not given)	-8	-4	-2	5	0	0.9	-8	-12	2
O=C(Nc1ccc(O)cc1)/C(=C\c1cccs1)NC(=O)c1ccccc1	-8	5	-11	-4	0	1.1	-5	0	-5
COc1ccc(C(=O)NCc2ccc(C(=O)NCC(OC)OC)cc2)cc1OC	-3	1	3	-3	1	-0.8	0	17	-7
NC(=S)NC(=O)c1ccccc1	5	-12	1	3	0	0.3	0	2	-10
N#Cc1cc([N+](=O)[O-])ccc1NC(=O)COC(=O)CN1C(=O)C2CCCCC2C1=O (stereo not given)	7	-11	7	/	4	/	/	5	/
CCOC(=O)/C(C#N)=c1/s/c(=C2\C=Cc3ccccc3N2CC)c(=O)n1CC	-13	1	2	1	65*	3.0	-3	-3	6
C=CCOc1ccc(/C=C/C(=O)OCC(=O)NCC(=O)Nc2c(C)cc(C)cc2C)cc1	4	-2	1	5	2	1.0	-4	-4	3
CC(=O)Cn1c(CN2CCCC2)nc2ccccc2c1=O	-7	5	45	-1	0	-1.2	-3	4	-4
COC(=O)C1CCN(C(=O)COC(=O)c2cc(-c3cccs3)nn2-c2ccccc2)CC1	0	5	-3	8	0	-0.9	2	17	3
Cc1cc(C(=O)CS(=O)(=O)c2ccc(Cl)cc2)cc(C)c1O	-1	1	-4	-1	0	2.0	6	-1	-13
COc1cccc(C(=O)Nc2cccc(-c3nnc(-c4ccccc4)o3)c2)c1	2	-15	-8	2	0	4.5	7	-4	7
CS(=O)(=O)N(CC(=O)NC1CC1)c1cccc(F)c1	0	-7	5	0	0	1.2	-1	11	1
Cc1cc(C(=O)COC(=O)c2ccc(O)cc2)c(C)n1CC1COc2ccccc2O1 (stereo not given)	4	1	2	-1	0	2.3	1	-13	2
CCCNC(=O)C1CC(c2ccccc2C(F)(F)F)=NO1 (stereo not given)	6	-19	3	0	0	3.9	2	-15	-12
CC(=O)c1ccc(S(=O)(=O)NC2CCCCCCC2)cc1	3	-8	-2	7	2	2.6	-4	-10	-23
COc1cc(C(=O)N/N=C\c2ccccc2)c([N+](=O)[O-])c(OC)c1OC	1	2	2	10	0	0.9	-6	-4	-12
O=C1NN=C(c2ccccc2)CC1c1c[nH]c2ccccc12 (stereo not given)	-2	-10	-16	2	0	0.3	-1	1	2
Cc1ccc(-c2csc3nc(CN(C)Cc4ccccc4)[nH]c(=O)c23)cc1	7	3	9	6	9	-3.9	12	-5	9
CCOC(=O)c1[nH]c(C)c(C(=O)OCC(=O)N(CC)C2CCS(=O)(=O)C2)c1C (stereo not given)	-4	2	4	2	3	-0.3	0	6	-7
CC(NC(=O)c1cccc(N(C)C)c1)c1ccc(-n2ccnc2)cc1 (stereo not given)	0	-3	13	-2	2	2.6	2	2	-6
O=C(c1ccc(Cl)c(S(=O)(=O)N2CCCC2)c1)N1CCN(c2ccc(F)cc2)CC1	6	-8	4	6	14	0.3	-6	14	0
N/C(=N\OC(=O)c1ccccc1Cl)c1cccnc1	3	16	2	3	0	-2.0	-2	3	1
COc1ccccc1NC(=S)NNC(=O)c1cc(C)n(C)n1	-5	-8	24	-3	2	-2.4	-1	-2	-1
(cont.)
SMILES	procasp3 activ	procasp7 counter	JMJD2C inh	Fh CTSL1 inh	GRK2 inh	PP5 inh	PP1 inh	VLA-4 inh	core dimer inh
O=C(c1ccco1)N1CCN(c2nc3ccsc3c(=O)s2)CC1	6	-1	4	0	2	-0.7	-7	-5	14
O=[N+]([O-])c1cccc(N/N=C/c2cc([N+](=O)[O-])ccc2O)c1	-7	-13	-31	4	0	-0.9	12	-1	-17
COc1ccccc1-c1nnc(SCC(=O)NC2CC2)n1C	1	-15	7	/	86*	1.7	-4	12	/
COc1ccc(NC(=O)CCNC(=O)Cn2cnc3ccccc3c2=O)c(OC)c1	-1	-16	-3	5	0	-1.4	2	1	-6
COc1cc(C(CC(=O)Nc2ccccn2)N2Cc3ccccc3C2=O)cc(OC)c1OC (stereo not given)	-6	9	-15	0	0	3.4	-2	4	4
Cc1onc(-c2c(F)cccc2Cl)c1C(=O)Nc1cccc(Cn2cccn2)c1	9	1	5	-4	1	6.4	-3	11	3
CCC(C)(C)NC(=O)C(c1ccccn1)N(C(=O)c1csnn1)c1ccccc1 (stereo not given)	2	-1	-7	5	0	-0.5	1	2	-4
COc1cccc(C2CC(c3cccc(Br)c3)n3ncnc3N2)c1 (stereo not given)	0	5	-10	0	1	1.2	0	0	7
O=C(N/N=C/c1ccncc1)c1ccc(NS(=O)(=O)c2cccs2)cc1	-1	1	-11	3	0	0.5	-1	8	-2
O=C1C2C3CC(C(Br)C3Br)C2C(=O)N1CC1CCCO1 (stereo not given)	-2	6	6	-4	1	1.2	-2	6	7
CCCCOc1ccccc1C1C(C(=O)OC)=C(C)N(C)C(C)=C1C(=O)OC	3	-6	-33	0	0	5.8	1	16	1
COc1cc(/C=C/C(=O)OC(C)C(=O)NC2CCCCC2C)cc(Cl)c1OC (stereo not given)	2	6	2	0	3	-0.5	0	0	1
O=C(c1ccc2c(=O)n(-c3ccccc3)c(=O)[nH]c2c1)N1CCN(c2ccc(F)cc2)CC1	-1	-8	14	-4	3	5.6	2	-3	1
COC(=O)c1ccc(C)c(NC(=O)Cn2c(C)csc2=O)c1	4	0	-3	/	0	/	/	1	/
COC(=O)c1ccc(COc2ccc(-c3nn[nH]n3)cc2)cc1	-3	7	10	1	0	2.4	-3	5	-2
COc1ccnc2c1c(=O)n(Cc1ccc(F)cc1)c(=O)n2C	5	-8	5	-3	0	-1.1	0	-4	15

Source: PubChem BioAssay (several laboratories)
